Rab9 prom act – Rab9 promoter activation | Huh7 Rab9 promoter-luciferase reporter, luminescence, 24 h | Potency, µM (series often up to 9.22 µM), inactives show at the highest dose activation, negative = inhibition, hits mostly activators | actives 2.8% (n = 320,000) | AID 485297; note: % of control where 0% means no effect; nearly all actives have a fitted effect of over 60% in size
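Promoter activation is measured as luciferase luminescence in Huh7 cells stably transfected with a Rab9 promoter–luciferase construct, following 24 h compound exposure at 37 °C and 10 min reagent incubation at ambient temperature.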
p53 reactivation – re-activators of mutant p53; AID 504706; Potency, µM (doses to about 92.2 µM), without a hit: top-dose activity change, positive = activation, usual class: activators; H1299 p53-A138V BP100-luciferase reporter, luminescence, 24 h; actives 0.063% (n = 320,000); note: % of control where 0% means no effect; nearly all actives have a fitted effect of over 45% in size
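p53-null H1299 cells stably carrying temperature-sensitive p53-A138V and a BP100-luciferase reporter were pinned with compounds (4-point, 1:5 series) and held 24 hrs at 37 deg C. Luminescence was read 10 min after detection reagent.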
CXXC DNA block – MLL CXXC-DNA interaction inhibition. Q03164. MLL-CXXC / FITC-HOXA9 DNA fluorescence polarization. Potency, µM (doses to about 115 µM), without a hit: at the highest dose activity change, negative = inhibition, hits mostly inhibitors. actives 0.037% (n = 290,000). AID 2662; active = well fitted inhibition curve with a large enough effect in the polarisation, with a control signal flat, not every such curve was filed as active; inconclusive = small, poorly fitted or top-dose-only effect, or effect the other way, or a change in a side signal; inactive = no such curve, though single readings can be large or run the other way; the % refers to the polarisation
Target sequence (Q03164 whole entry, looked up): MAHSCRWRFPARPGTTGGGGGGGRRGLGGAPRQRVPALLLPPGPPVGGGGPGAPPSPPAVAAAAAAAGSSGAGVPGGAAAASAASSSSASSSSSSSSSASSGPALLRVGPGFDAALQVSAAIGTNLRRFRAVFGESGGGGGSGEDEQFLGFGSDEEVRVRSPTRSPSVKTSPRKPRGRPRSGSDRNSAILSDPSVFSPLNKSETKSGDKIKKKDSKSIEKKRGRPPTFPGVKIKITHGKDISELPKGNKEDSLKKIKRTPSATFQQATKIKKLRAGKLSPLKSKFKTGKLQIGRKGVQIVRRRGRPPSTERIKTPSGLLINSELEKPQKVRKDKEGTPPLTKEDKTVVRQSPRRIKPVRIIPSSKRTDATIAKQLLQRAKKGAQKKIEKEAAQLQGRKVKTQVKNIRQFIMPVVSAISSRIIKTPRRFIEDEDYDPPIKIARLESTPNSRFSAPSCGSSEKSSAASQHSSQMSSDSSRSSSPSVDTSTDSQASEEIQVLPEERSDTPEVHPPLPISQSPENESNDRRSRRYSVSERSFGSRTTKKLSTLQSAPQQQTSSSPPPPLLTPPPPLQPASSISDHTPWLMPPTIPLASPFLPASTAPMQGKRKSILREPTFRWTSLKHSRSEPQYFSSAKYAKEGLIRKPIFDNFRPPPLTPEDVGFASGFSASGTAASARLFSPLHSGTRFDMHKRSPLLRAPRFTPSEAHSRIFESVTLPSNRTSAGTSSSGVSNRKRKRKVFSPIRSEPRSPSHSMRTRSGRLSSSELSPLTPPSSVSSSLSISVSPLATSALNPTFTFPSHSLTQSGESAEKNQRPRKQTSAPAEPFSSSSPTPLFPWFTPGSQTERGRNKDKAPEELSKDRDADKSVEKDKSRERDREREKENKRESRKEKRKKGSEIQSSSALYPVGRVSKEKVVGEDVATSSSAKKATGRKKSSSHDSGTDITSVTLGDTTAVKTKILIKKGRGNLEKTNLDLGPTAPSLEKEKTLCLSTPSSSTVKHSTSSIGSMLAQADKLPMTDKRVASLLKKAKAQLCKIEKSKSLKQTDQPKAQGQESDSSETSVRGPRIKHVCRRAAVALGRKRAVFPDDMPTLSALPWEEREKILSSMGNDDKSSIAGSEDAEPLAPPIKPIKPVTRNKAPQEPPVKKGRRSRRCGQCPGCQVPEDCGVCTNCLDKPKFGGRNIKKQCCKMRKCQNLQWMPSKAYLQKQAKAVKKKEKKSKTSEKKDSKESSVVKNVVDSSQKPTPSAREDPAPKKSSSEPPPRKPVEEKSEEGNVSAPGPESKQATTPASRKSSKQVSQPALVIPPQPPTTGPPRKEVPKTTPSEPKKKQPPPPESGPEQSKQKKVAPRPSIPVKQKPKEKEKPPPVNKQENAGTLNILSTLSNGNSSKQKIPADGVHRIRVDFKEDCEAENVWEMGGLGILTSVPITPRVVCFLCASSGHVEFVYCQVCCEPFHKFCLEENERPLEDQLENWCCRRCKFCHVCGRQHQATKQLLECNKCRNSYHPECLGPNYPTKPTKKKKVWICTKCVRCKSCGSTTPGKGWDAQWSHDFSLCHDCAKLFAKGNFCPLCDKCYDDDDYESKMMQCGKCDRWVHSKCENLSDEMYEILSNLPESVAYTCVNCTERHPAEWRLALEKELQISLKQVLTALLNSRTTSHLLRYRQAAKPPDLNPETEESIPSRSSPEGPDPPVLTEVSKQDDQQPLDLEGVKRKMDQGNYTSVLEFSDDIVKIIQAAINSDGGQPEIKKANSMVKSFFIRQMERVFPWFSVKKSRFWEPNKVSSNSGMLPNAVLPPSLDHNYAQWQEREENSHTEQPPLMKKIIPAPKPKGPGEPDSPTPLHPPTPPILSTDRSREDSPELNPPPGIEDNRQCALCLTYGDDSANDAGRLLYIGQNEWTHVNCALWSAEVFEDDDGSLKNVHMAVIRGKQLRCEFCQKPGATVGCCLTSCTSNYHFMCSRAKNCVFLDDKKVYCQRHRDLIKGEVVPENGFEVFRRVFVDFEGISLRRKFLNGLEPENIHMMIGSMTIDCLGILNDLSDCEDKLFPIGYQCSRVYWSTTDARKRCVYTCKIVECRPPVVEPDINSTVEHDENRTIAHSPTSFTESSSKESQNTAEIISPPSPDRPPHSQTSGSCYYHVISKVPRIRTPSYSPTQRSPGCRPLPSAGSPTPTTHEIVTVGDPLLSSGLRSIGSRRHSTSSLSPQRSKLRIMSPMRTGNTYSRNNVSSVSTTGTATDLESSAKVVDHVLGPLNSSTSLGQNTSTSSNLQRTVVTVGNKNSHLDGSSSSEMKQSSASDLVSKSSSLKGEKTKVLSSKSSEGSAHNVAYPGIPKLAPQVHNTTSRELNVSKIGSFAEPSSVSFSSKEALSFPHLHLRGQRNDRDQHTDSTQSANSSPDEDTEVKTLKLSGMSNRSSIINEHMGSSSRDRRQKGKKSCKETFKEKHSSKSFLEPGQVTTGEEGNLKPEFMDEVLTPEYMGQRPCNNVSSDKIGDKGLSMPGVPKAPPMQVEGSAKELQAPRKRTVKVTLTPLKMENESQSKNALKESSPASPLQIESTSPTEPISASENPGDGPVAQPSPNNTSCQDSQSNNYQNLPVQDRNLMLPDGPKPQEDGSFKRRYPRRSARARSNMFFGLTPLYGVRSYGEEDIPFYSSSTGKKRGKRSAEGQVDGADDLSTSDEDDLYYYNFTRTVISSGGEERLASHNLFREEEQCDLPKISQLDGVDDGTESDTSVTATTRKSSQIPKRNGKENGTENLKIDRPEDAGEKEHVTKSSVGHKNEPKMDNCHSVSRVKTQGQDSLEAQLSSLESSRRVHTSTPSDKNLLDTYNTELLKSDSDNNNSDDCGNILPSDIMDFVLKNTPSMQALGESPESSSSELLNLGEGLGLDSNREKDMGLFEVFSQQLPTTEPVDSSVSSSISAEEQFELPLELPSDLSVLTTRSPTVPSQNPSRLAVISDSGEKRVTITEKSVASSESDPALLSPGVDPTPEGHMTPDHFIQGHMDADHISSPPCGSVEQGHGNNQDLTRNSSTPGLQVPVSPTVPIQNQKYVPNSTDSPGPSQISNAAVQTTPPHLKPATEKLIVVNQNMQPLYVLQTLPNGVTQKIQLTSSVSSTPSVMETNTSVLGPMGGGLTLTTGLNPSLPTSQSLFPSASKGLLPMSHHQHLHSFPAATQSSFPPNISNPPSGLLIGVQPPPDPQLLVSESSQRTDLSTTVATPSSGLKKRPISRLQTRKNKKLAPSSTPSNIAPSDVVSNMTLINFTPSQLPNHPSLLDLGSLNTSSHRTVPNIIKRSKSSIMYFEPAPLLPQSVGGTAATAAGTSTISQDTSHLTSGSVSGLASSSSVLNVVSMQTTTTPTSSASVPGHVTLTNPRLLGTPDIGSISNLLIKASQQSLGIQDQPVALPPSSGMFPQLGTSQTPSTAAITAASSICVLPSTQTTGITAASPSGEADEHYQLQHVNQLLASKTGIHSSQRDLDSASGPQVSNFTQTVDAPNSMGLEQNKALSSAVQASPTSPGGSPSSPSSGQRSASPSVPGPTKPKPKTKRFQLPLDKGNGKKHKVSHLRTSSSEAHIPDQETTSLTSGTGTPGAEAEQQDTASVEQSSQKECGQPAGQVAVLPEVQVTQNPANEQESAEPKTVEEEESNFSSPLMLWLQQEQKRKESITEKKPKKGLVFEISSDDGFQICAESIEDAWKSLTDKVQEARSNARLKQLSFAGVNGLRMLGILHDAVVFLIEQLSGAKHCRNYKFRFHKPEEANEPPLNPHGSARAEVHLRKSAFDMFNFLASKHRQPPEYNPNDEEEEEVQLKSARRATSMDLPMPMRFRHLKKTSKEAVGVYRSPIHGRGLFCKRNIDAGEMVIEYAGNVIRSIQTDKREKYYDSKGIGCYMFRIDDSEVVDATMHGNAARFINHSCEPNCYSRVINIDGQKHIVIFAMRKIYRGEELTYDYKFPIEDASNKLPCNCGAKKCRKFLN
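Fluorescence polarization: 7 uM MLL-CXXC (stock) preincubated 5 min with compounds, then 50 nM fluorescein-HOX-A9 DNA (stock) added; 30 min ambient. Buffer 50 mM Tris-HCl pH 7.5, 50 mM NaCl, 1 mM DTT, 0.05% BSA.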
FLuc modulator – inhibits or activates purified firefly luciferase, miR-21 counter-screen; Potency, µM (doses to about 57.5 µM), for the others: at the highest dose activity change, negative = inhibition, usual class: inhibitors; purified FLuc, Km substrates, luminescence inhibition; actives 6.9% (n = 360,000);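 note: plate controls were vehicle for no effect and reference inhibitor for full effect; nearly all actives have a fitted effect of over 55% in size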
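Purified P. pyralis luciferase, 10 nM final, with Km-level 10 uM D-luciferin and 10 uM ATP in 50 mM Tris acetate pH 7.5, 10 mM Mg acetate, 0.01% Tween-20, 0.05% BSA; 6-point qHTS titration about 60 µM downward; luminescence read.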
MBNL1 CUG block – MBNL1-poly(CUG) RNA binding inhibition; Q9NR56; TR-FRET MBNL1-His/biotin-(CUG)12 binding, 665/545 ratio; Potency, µM (doses to about 57.5 µM), without a hit: at the top dose activity change, negative = inhibition, actives largely listed as inhibitors; actives 0.036% (n = 280,000); active = well fitted inhibition curve with a large enough effect in the signal ratio, with a control signal flat, not every such curve was filed as active; inconclusive = small, poorly fitted or top-dose-only effect, or effect the other way, or a change in a side signal; inactive = no such curve, though single readings can be large or run the other way; the % refers to the signal ratio; note: % is set by controls: 0 for no effect and ±100 for the full control effect
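Compounds (final 92 nM to 58 uM) are added to His-tagged MBNL1 and biotin-(CUG)12, then terbium anti-His antibody and streptavidin-XL665 (5 nM final). After 60 min at room temperature, the 665/545 nm ratio is read.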
RORgamma inh – inhibitors of mouse ROR gamma transcriptional activity; Potency, µM (series often up to 53.6 µM), for the others: top-dose activity change, negative = inhibition, usual class: inhibitors; actives 5.4% (n = 310,000); P51450; Drosophila S2 Gal4-RORgamma UAS-luciferase reporter, 20 h; AID 2551; note: % is set by controls: 0 for no effect and ±100 for the full control effect; nearly all actives have a fitted effect of over 60% in size
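Using a luciferase readout, inhibitors were identified by reduced reporter activity in Drosophila cells coexpressing a copper-inducible Gal4–ROR gamma fusion and UAS-driven Photinus luciferase, incubated 20 hr after 700 uM copper sulfate.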
NPC1 prom act – activates the NPC1 promoter | actives 2.4% (n = 320,000) | AID 485313 | Huh7 NPC1 promoter luciferase reporter, 24 h | Potency, µM (highest dose often 9.22 µM), without a hit: at the top dose activation, actives largely listed as activators;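 note: % of control where 0% means no effect; nearly all actives have a fitted effect of over 60% in size; reporter is driven by a mutant NPC1 promoter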
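NPC1 promoter–luciferase Huh7 cells; 24 h compound; luminescence.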
ELG1 genotoxic – genotoxicity induction in ELG1-luciferase HEK293T cells | Potency, µM (top dose mostly 46 µM), without a hit: at the highest dose activity change, positive = activation, most hits filed as activators | HEK293T ELG1-luciferase reporter, luminescence, 16 h | actives 1.3% (n = 330,000); note: % of control where 0% means no effect; nearly all actives have a fitted effect of over 60% in size
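16 hr compound incubation (37 °C, 5% CO2) of HEK293T cells carrying luciferase-tagged ELG1; luciferase then measured by ONE-Glo luminescence after 30 min at RT.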
BRCA1 expr act – activators of BRCA1 expression; MCF7-BRCA1-FFLuc reporter, luminescence, 48 h; response scale: scaled: vehicle 0%, 10 µM genistein 100%; Potency, µM (top dose mostly 46.1 µM), for the others: top-dose activation, most hits filed as activators; actives 1.1% (n = 380,000); AID 624202; note: nearly all actives have a fitted effect of over 80% in size; some results filed as inactive show a strong effect at the top dose
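Using MCF7 cells harboring a BRCA1 firefly luciferase reporter, plated 2 h before compound pinning, the screen measured luminescence after 48 h incubation. Responses were normalized to DMSO and 10 microM genistein, then fitted for concentration-effect.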
uPA generation – cell surface uPA generation inhibition; cell surface uPA generation assay, qHTS; AID 540303; Potency, µM (doses to about 38.3 µM), for inactives: at the highest dose activity change, negative = inhibition, most hits filed as inhibitors; actives 0.31% (n = 330,000); active = well fitted inhibition curve with a large enough effect; inconclusive = small, poorly fitted or top-dose-only effect; inactive = no such curve, though single readings can be large or run the other way; tested in mouse RAW 264.7 cells; note: % is set by controls: 0 for no effect and ±100 for the full control effect; nearly all actives have a fitted effect of over 55% in size
Gal4-VP16 FLuc – inhibits Gal4-VP16 luciferase reporter, ROR gamma counter-screen; Drosophila S2 Gal4-VP16 UAS-luciferase, luminescence, 20 h; Potency, µM (doses to about 53.6 µM), inactives show at the top dose activity, negative = inhibition, actives largely listed as inhibitors; actives 3.5% (n = 310,000); AID 2546;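 note: Gal4-VP16 expression switched on by copper sulfate through the metallothionein promoter; % is set by controls: 0 for no effect and ±100 for the full control effect; nearly all actives have a fitted effect of over 50% in size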
* hit, by the source's call; u = inconclusive; x = no result given; [ ] = dose if it differs, or a comment. Unless noted, calls come from the whole dose curve; as a rule, active = well fitted curve in the direction sought with a large enough effect; inconclusive = small, poorly fitted or top-dose-only effect, or another doubt; inactive = no such curve, though single readings can be large; an effect the other way counts as inactive or inconclusive. Potency is the fitted concentration of half-maximal effect.

SMILES | Rab9 prom act | p53 reactivation | CXXC DNA block | FLuc modulator | MBNL1 CUG block | RORgamma inh | NPC1 prom act | ELG1 genotoxic | BRCA1 expr act | uPA generation | Gal4-VP16 FLuc
COC(=O)c1nnn(-c2nc(N(C)C)nc(N(C)C)n2)c1C | -4% | 3% | 13% | -2% | 2% | 8% | -9% | 5% | -31% | -2% | -1%
Cc1ccn(CC(=O)N/N=C/c2cc([N+](=O)[O-])ccc2O)n1 | 2% | u | 8% | 1% | u | u | 1% | -6% | -69% | -6% | 8.9µM*
COc1cc(-c2nnc(COC(=O)c3c4c(nc5ccccc35)CCCC4)o2)cc(OC)c1OC | 6% | -6% | -1% | 0% | 6% | -10% | 3% | 1% | x | x | -15%
CCOc1ccccc1NC(=O)C1CCCN(S(=O)(=O)c2cccc3cccnc23)C1 (configuration not stated) | -2% | 0% | 0% | 10% | -1% | -13% | -3% | -28% | 0% | 10% | -13%
COc1cccc(-c2cc(C(=O)N3CCN(c4ncccn4)CC3)c3ccccc3n2)c1 | 2% | 5% | 1% | u | -4% | u | 11% | -13% | 24% | -4% | 1%
COc1ccc(NC(=O)CCC(=O)OCc2ccc([N+](=O)[O-])cc2)cc1 | 0% | 25% | 21% | 4% | u | 1% | 1% | 0% | 25% | -18% | -8%
CC1(C)CC(=O)N(c2cccc(Cl)c2)C(=O)C1 | -1% | -8% | 1% | 1% | 3% | 6% | -3% | 0% | 2% | 2% | -4%
COCCCNC(=O)c1cc2cc3cc(OC)ccc3nc2o1 | 9% | 26% | 3% | u | u | 22% | 5% | 6% | 19% | 3% | -1%
CCn1c(CC(=O)Nc2ccccc2)nnc1SCC(=O)Nc1nnc(C)s1 | -2% | 3% | -6% | 2% | -11% | -2% | -3% | 0% | -2% | 3% | -9%
CC(C)Sc1nnc(NC(=O)CCc2ccccc2)s1 | 3% | -1% | 23% | -2% | x | 11% | -2% | 0% | 0% | 4% | -20%
Cc1ccc(OCC(O)CN2CCC(Cc3ccccc3)CC2)c(C)c1 (configuration not stated) | -2% | 17% | 37%[activator] | 2% | -1% | -15% | 0% | -3% | -12% | -7% | 0%
O=C(CC1(O)C(=O)Nc2ccccc21)c1cccc(Br)c1 (configuration not stated) | -4% | 10% | -4% | -1% | 2% | -5% | -1% | -1% | -8% | 7% | 10%
CC(=O)c1cccc(NC(=S)NCCCCc2ccccc2)c1 | -1% | -8% | 6% | -1% | -22% | -164% | 0% | -3% | -27% | -7% | u
O=C1CCCC2=C1C(c1ccc(OS(=O)(=O)c3ccc(Cl)cc3)cc1)C1=C(CCCC1=O)O2 | 0% | -10% | 2% | 1% | 0% | 30% | 2% | -13% | -54% | x | -1%
CC(=O)C1=C(C)NC(SCC(=O)Nc2nccs2)=C(C#N)C1c1ccccc1Cl (configuration not stated) | -6% | -4% | 1% | 0% | x | u | -5% | -4% | -42% | -13% | u
CCn1c(/C=C/c2ccccc2Cl)nc2ccccc2c1=O | 22% | 11% | -8% | 27µM* | -6% | -3% | 21% | 6% | -24% | -1% | -13%
NC(=O)C1CCN(C(=O)COc2ccc3ccccc3c2)CC1 | -4% | 3% | -5% | -13% | 11% | u | -6% | -1% | 1% | 2% | -28%
O=C(Nc1nccs1)c1cc2sccc2n1Cc1ccc(Cl)cc1 | -3% | 2% | -1% | 1% | 102%[activator] | -36% | -2% | 10% | -7% | -1% | -20%
O=C(Oc1ccc2ccccc2c1Br)N1CCCCCC1 | 0.63µM* | u | -6% | 1.3µM* | 8% | -24% | 0.5µM* | u | 6% | -10% | -25%
CC12CN3CCN(CC(C3)/C1=N\NC(=O)Nc1cccc(Cl)c1)C2 | 23% | 6% | -2% | 2% | -6% | -2% | 2% | -9% | 47% | 1% | 13%
O=C(OCc1nnc(-c2ccc(Cl)cc2)o1)C12CC3CC(CC(O)(C3)C1)C2 | 2.2µM* | 10% | -2% | 5.4µM* | -5% | 7% | 2.8µM* | u | -6% | 2% | 17%
O=C(c1ccc(Cn2c(=O)[nH]c3ccccc3c2=O)cc1)N1CCN(c2ccc(F)cc2)CC1 | -2% | -16% | -4% | 1% | 10% | u | 0% | 2% | -49% | -9% | -14%
COC(=O)c1cccc(NC(=O)c2nn(C(C)C)c(=O)c3ccccc23)c1 | -1% | 0% | -2% | -1% | -4% | -32% | 18% | 9% | 8% | x | -16%
CCOC(=O)N1CCN(c2c(NCc3ccccc3OC)c(=O)c2=O)CC1 | -3% | 4% | -6% | 2% | 20% | -20% | 0% | -3% | 5% | -20% | 4%
COc1ccc(NS(=O)(=O)c2cc3c4c(c2)CCN4C(=O)CC3)c(OC)c1 | -5% | 0% | x | 0% | x | x | -4% | 6% | -19% | -4% | x
New compounds follow:
SMILES | Rab9 prom act | p53 reactivation | CXXC DNA block | FLuc modulator | MBNL1 CUG block | RORgamma inh | NPC1 prom act | ELG1 genotoxic | BRCA1 expr act | uPA generation | Gal4-VP16 FLuc
FC(F)(F)c1cccc(NC(=S)N2CCCCCC2)c1 | -3% | 0% | 4% | -7% | -9% | -2% | 1% | -2% | -4% | -1% | -10%
CCCCN(CCCC)CC(O)COc1ccccc1Br (configuration not stated) | -16% | -8% | -4% | 2% | -11% | -6% | -5% | -3% | -43% | 5% | -10%
Cc1onc(-c2ccccc2Cl)c1C(=O)NCCCc1ccccc1 | 4% | 0% | -8% | 1% | -4% | -3% | -4% | 0% | -10% | 1% | -3%
O=C(OCC(=O)c1c[nH]c2ccccc12)c1cc(S(=O)(=O)N2CCOCC2)ccc1F | 2% | -1% | x | u | x | x | -4% | 2% | 0% | -1% | x
COC(=O)c1[nH]c2ccccc2c1NC(=O)CN1CCC(C(N)=O)(N2CCCCC2)CC1 | -2% | 0% | -4% | 1% | 7% | -14% | -1% | -2% | 2% | 10% | -20%
O=S(=O)(Nc1nc(SCc2ccc(Cl)cc2)n[nH]1)c1ccc(F)cc1 | -5% | 10% | 3% | 3% | -6% | u | -5% | -7% | -11% | -2% | -22%
O=C(NN(c1ccccc1)c1ccccc1)c1ccc([N+](=O)[O-])o1 | -35%[inhibitor] | -17% | 2% | -9% | x | u | -14% | 0% | -59% | -8% | 7%
CCOC(=O)c1nn(-c2ccc(C)cc2)c(=O)cc1OCC(=O)Nc1cc(C)ccc1OC | -1% | 3% | x | 4% | x | x | -6% | 0% | -11% | 3% | x
S=C(Nc1ccc(Oc2ccccc2)cc1)N1CCN(c2ccccn2)CC1 | -13% | -11% | 2% | -5% | 1% | 11µM* | 0% | -7% | -57% | 6% | u
COc1ccc(/C=C/C(=O)OCn2c(SC)nnc(C)c2=O)cc1OC | -1% | 0% | 4% | 1% | -8% | -13% | -1% | u | 0% | -22% | -9%[10 µM]
COc1cc(N)c(Cl)cc1C(=O)OCC(=O)N1CCc2ccccc21 | -5% | -3% | x | 2% | x | x | 2% | 1% | -12% | 9% | x
O=C(CN1CCSCC1)c1c[nH]c2ccccc12 | -2% | 1% | 14% | -7% | 1% | -2% | -3% | 6% | -2% | 1% | 3%
Cc1ccc(CNc2oc(-c3cccs3)nc2C#N)cc1 | -6% | 11% | 6% | 0% | -3% | u | -2% | u | 24% | -4% | -5%
COc1ccc(C)cc1NC(=O)c1nnn(CCc2ccccc2)c1N | 6% | -5% | 29% | -2% | 15% | -14% | -4% | 4% | 3% | 4% | -16%
N#CC1(c2ccccc2)CCC(=O)N1c1ccccc1 (configuration not stated) | -3% | 9% | 0% | -1% | -15% | 14% | -4% | -2% | 18% | 11% | -5%
O=C(CSc1ccc2ccccc2c1)N1CCN(c2ccc(O)cc2)CC1 | -4% | 3% | -5% | u | -5% | 1% | 27% | 6% | 34% | u | -18%
CCn1c(SCC(=O)N2c3ccccc3Sc3ccccc32)nnc1-c1ccco1 | -1% | -5% | -4% | 1% | -5% | 1% | -8% | -5% | -40% | 7% | -7%
Cc1ccc(NC(=O)OCc2cccs2)cc1 | 1.1µM* | u | 4% | 5.4µM* | -9% | 23% | 1.6µM* | 2.9µM* | x | x | 27%
O=C(CSc1nc2ccccc2s1)N1c2ccccc2Sc2ccccc21 | -1% | 1% | 8% | 0% | 7% | 1% | -5% | -2% | -35% | 3% | -11%
Cc1ccc(/C=C(\NC(=O)c2ccccc2)C(=O)NC(Cc2ccccc2)C(=O)O)cc1 (configuration not stated) | -3% | -2% | 25% | 8% | x | 19%[10 µM] | -6% | 0% | -9% | 5% | -8%

Some of the compounds tested (hit frequency here may not be typical).
